Screening data as filed in PubChem.
MazF activator = activators of E. coli MazEF toxin-antitoxin RNase | P0AE70 | FAM/BHQ RNA-DNA oligo cleavage fluorescence, 5 h | actives 0.32% (n = 350,000) | activation, % at 20 µM; in the data active means activation above about 50%
Target sequence (P0AE70 whole entry, looked up): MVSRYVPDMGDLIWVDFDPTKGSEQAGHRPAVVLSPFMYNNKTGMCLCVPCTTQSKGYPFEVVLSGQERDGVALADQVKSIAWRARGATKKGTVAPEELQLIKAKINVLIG
SSB-PriA inh = inhibitors of Klebsiella pneumoniae PriA binding to SSB C-terminal tail; inhibition, % at 33 µM; actives 0.6% (n = 430,000); AID 1272365; AlphaScreen SSBct-PriA binding, biotinylated peptide; in the data active means inhibition mostly above about 37%, no sharp cut-off; inactive means mostly below about 20%;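 further: plate controls were negative control peptide for no effect and reference peptide for full effect; strong numbers were not always called active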
PfHsp40 rescue = compounds rescuing yeast from Plasmodium falciparum HSP40 toxicity; S. cerevisiae expressing PfHsp40, growth rescue, ATP luminescence; AID 504582; actives 0.68% (n = 340,000); growth rescue, % at 12.5 µM; in the data active means growth rescue above about 28%, passing the limit was not always enough; inconclusive means no clear call, values can overlap the other calls;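 further: yeast W303a lacking pdr1 and pdr3 grown in galactose medium; growth measured after three days at 30 °C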
BH1578 lux ind = induces V. cholerae light production without autoinducers; V. cholerae BH1578 lux reporter, luminescence, 6 h; activation, % at 18.7 µM; actives 0.16% (n = 350,000); AID 588436; in the data active means activation mostly above about 9.7%, no sharp cut-off; inconclusive means no clear call, values can overlap the other calls; inactive means mostly below about 3.7%; further: not every result past the cut was called active; inactives centre near 0; reference of the scale not given here
Anthrax LF inh2 = inhibitors of Bacillus anthracis lethal factor protease; P15917; multiplex microsphere protease cleavage assay, LF; inhibition, % at 10 µM; actives 0.12% (n = 360,000); AID 588501; in the data active means inhibition above about 30%; inconclusive means no clear call, values can overlap the other calls; further: plate controls were buffer without enzyme for full effect and enzyme alone for no effect
Target sequence (P15917 whole entry, looked up): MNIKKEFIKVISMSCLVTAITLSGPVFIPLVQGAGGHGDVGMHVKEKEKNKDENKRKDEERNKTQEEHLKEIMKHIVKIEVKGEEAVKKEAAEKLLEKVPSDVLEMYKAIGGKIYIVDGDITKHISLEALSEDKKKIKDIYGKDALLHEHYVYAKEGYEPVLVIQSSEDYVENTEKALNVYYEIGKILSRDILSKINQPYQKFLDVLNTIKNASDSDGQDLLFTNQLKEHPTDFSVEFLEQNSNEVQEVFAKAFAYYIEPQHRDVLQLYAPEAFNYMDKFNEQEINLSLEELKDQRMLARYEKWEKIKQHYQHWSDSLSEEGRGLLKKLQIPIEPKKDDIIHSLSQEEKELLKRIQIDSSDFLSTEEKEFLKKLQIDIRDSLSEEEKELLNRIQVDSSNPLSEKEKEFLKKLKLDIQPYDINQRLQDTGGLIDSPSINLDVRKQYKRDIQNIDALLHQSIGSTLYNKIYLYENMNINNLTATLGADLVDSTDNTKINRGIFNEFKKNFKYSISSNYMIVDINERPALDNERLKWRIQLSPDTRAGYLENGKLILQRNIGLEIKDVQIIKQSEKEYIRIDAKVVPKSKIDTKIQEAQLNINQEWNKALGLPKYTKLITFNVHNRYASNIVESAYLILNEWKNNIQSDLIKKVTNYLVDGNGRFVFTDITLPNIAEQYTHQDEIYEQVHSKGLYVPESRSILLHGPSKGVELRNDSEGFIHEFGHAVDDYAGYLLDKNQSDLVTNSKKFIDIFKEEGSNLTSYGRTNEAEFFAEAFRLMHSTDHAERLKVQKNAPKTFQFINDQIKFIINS
Y pestis TopoI = blocks Yersinia pestis topoisomerase I activity. Y. pestis Topo-I cleavage product accumulation, plate reader. activity, % at 10 µM. actives 0.064% (n = 360,000). AID 504884; in the data active means activity above about 50%, passing the limit was not always enough; inconclusive means no clear call, values can overlap the other calls; further: inactives centre near 2
VHR inh abs = blocks human VHR1 dual specificity phosphatase; P51452; recombinant VHR phosphatase, pNPP absorbance; inhibition, % at 13.3 µM; actives 0.52% (n = 290,000); in the data active means inhibition above about 50%; further: some compounds called inactive have numbers as strong as hits
Rv3671c inh = inhibits the M. tuberculosis serine protease Rv3671c; inhibition, % at 5.96 µM; actives 0.048% (n = 320,000); in the data active means inhibition above about 38%;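 further: extracellular domain of Rv3671c used as enzyme; 0% = enzyme with DMSO and 100% = no enzyme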
TcdB GH inh = blocks C. difficile toxin B glycohydrolase activity; P18177; TcdB glycohydrolase enzymatic assay, plate reader; inhibition, % at 9.99 µM; actives 0.24% (n = 350,000); in the data active means inhibition above about 10%
3CLpro inhibitor = SARS-CoV 3CLpro protease inhibition; P0C6X7; recombinant SARS-CoV 3CLpro, quenched FRET peptide cleavage; inhibition, % at 6 µM; actives 0.14% (n = 290,000); AID 1706; in the data active means inhibition above about 12%
Numbers without * were called inactive; i = inactive; ? = inconclusive; . = not tested or not shown; & = joins results of further samples.

compound	SSB-PriA inh	MazF activator	BH1578 lux ind	PfHsp40 rescue	3CLpro inhibitor	Y pestis TopoI	VHR inh abs	TcdB GH inh	Rv3671c inh	Anthrax LF inh2
O=C(Oc1ccc(-c2cn3c(n2)SCC3)cc1)c1ccccc1	0	6	5.0	0.9	-4	3	0	.	-14	-6
NCCCC[C@H]1CNC(=O)C(=O)N1CCC12CC3CC(CC(C3)C1)C2	-14	4	11	3.1	.	-10	-1	0.9	9	-10
COc1ccc(C(=O)CSc2nc3ccccc3n2CC(=O)NC(C)(C)C)cc1	10	0	.	1.0	5	1	-6	0.1	-8	1
O=C(CCNS(=O)(=O)c1ccc2nsnc2c1)N1CCN(c2ccncc2)CC1	-5	5	i	1.0	.	-12	.	-4.0	-3	8
CCn1cc(CNC(=O)C2CCC(=O)N(Cc3ccc(Cl)cc3)C2)cn1 (stereo unspecified)	-6	1	i	1.6	0	3	8	0.1	3	.
COc1ccc(-n2c(SCCN(C)C)nc3ccccc3c2=O)cc1	4	12	-0.6	-2.3	2	1	29	0.9	8	-1
CNC(=S)NNC(=O)c1ccc(=O)n(Cc2ccc(Cl)cc2Cl)c1	-20	1	-0.1	-1.2	-2	4	-6	-1.4	-6	2
Cn1cc(Cl)c(C(=O)NNC(=S)NC2CCCCC2)n1	-4	5	i	-0.7	-4	-4	-8	.	15	-2
CC(C)NC(=O)C1c2ccccc2Oc2ccccc21	-9	2	-0.7	1.0	-2	-2	-8	2.2	0	-12
CS(=O)(=O)c1ncc(Cl)c(C(=O)Nc2ccc(N3CCOCC3)cc2)n1	6	5	-6.3	0.1	-1	-10	-2	.	-8	-5
CC[C@]12c3[nH]c4ccc(Cl)cc4c3CCN1C(=O)[C@@H](CC(=O)NC/C=C(\C)CCC=C(C)C)C[C@@H]2C(=O)N1CCN(C(=O)c2ccco2)CC1	-8	-5	-0.2	0.1	.	3	.	0.8	.	-4
Cc1ccc(NC(=O)CSc2nccc(=O)[nH]2)c(S(=O)(=O)N2CCOCC2)c1	-5	-2	i	-0.6	5	4	-12	.	-5	-3
O=C(Nc1ccccc1N1CCOCC1)c1cccc([N+](=O)[O-])c1	-7	0	i	-0.5	3	-2	0	.	3	-2
Fc1ccc(NC(=S)Nc2cccnc2)c(Cl)c1	-4	4	i	-0.3	-1	-5	13	0.8	0	-4
CCN(c1ccccc1)S(=O)(=O)c1ccc(Cl)c(NC(=O)CNCc2ccccc2OC)c1	-13	6	i	1.1	.	28	.	1.9	-7	-6
CN(C)C(=S)c1ccccc1	-9	-5	-0.4	0.0	0	-3	18	0.6	-1	.
CCOC(=O)C1(Cc2ccc(O)cc2)NC(c2ccccc2F)C2C(=O)N(C)C(=O)C21 (stereo unspecified)	7	-4	0.3	-1.5	3	0	15	.	-5	3
CCCCN(C)C(=O)c1cc2c(Cl)nc3ccccc3c2s1	3	2	i	0.8	6	43	2	-2.0	-6	-19
CC(C)CNC(=O)c1ccccc1N(Cc1ccccc1)S(C)(=O)=O	-30	3	0.9	-0.7	0	5	-20	0.1	-3	-9
COc1cc(NC(=S)N2CCN(S(=O)(=O)c3ccc(C)cc3)CC2)cc(OC)c1	7	5	i	-0.2	0	14	-4	-1.1	-8	1
O=C(NCC(c1ccco1)N1CCN(c2ccccc2)CC1)C(=O)NC1CCCC1 (stereo unspecified)	-8	1	-1.1	-0.9	.	-1	.	-1.5	-3	-2
CCc1nn(CCCC(=O)NCc2cc(Br)ccc2OC)c(=O)c2cc3occc3n12	0	6	-0.2	1.5	0	31	-6	0.8	4	2
O=C(NCC(c1ccco1)N1CCCC1)c1ccc(S(=O)(=O)Nc2ccc(F)cc2)cc1 (stereo unspecified)	-1	-16	-1.5	-0.1	.	-5	.	-8.0	0	-3
CCOC(=O)C1=C(O)C(=O)N(Cc2ccccc2)CC1	2	-1	i	1.1	-1	-2	18	-0.4	4	-1
Cc1cc(=O)[nH]c(NN)n1	3&7&13	5	i	-2.2	1	0	5	1.0	-7	-10
CS(=O)(=O)N1CCN(Cc2ccc([N+](=O)[O-])cc2)CC1	-8	-29	0.3	0.4	-2	2	11	1.3	2	-1
FC(F)(F)c1cc(Oc2ccc(Cl)cc2)ncc1-c1nnc(-c2ccc(Cl)cc2)o1	-2	-7	i	-1.0	5	-10	18	1.4	1	0
COc1ccc(-c2cc(C(=O)N3CCN(C(=O)c4ccccc4F)CC3)[nH]n2)cc1	4	6	-0.9	0.3	2	8	3	0.5	6	-6
O=S(=O)(c1ccccc1Br)N(CC(O)COCc1ccccc1)C1CC1 (stereo unspecified)	17	8	2.0	11	.	36	.	1.2	.	-1
C/C(CCc1ccccc1)=N\NC(=S)NCCc1ccccc1	.	-34	i	4.4	-1	15	50*	1.7	1	1
CCc1cc(C(=O)NC2CCCc3c2cnn3-c2cccc(C)c2C)n(C)n1 (stereo unspecified)	-10	5	.	.	3	.	2	-0.3	-5	.
CCOc1nc(NCCC2=CCCCC2)nc(N2CCOCC2)n1	13	-9	-1.5	0.5	-8	8	3	.	2	-5

Copied from the list:
`COc1ccc(-c2cc(C(=O)N3CCN(C(=O)c4ccccc4F)CC3)[nH]n2)cc1` – BH1578 lux ind = -0.9
`Cc1cc(=O)[nH]c(NN)n1` – SSB-PriA inh = 3&7&13

Next structures.
compound	SSB-PriA inh	MazF activator	BH1578 lux ind	PfHsp40 rescue	3CLpro inhibitor	Y pestis TopoI	VHR inh abs	TcdB GH inh	Rv3671c inh	Anthrax LF inh2
CCCCN1C(=O)C(=O)N(CC(=O)c2ccc3c(c2)CCCC3)C1=O	-4	0	-5.7	1.1	.	21	.	0.6	-4	0
O=C(O)C1C2C=CC(C2)C1C(=O)OCC1CCCO1 (stereo unspecified)	2	3	-0.6	-0.5	-5	4	7	.	0	0
N#C/C(=C\c1cccc(O)c1)C(=O)O	.	.	-0.3	.	.	-2	.	0.3	.	-7
Oc1cccc(C(O)CNCc2ccc(OCc3ccc(Cl)cc3Cl)cc2)c1 (stereo unspecified)	8	-12	-0.4	1.3	3	-6	-6	2.0	1	-4
Cc1cc(C)n(C(=O)Cn2nc(C)c(Br)c2C)n1	-17	11	-0.6	-1.8	7	-9	-1	0.3	6	13
O=C(O)c1cccnc1SCc1ccc([N+](=O)[O-])cc1	-10	10	2.6	0.4	1	2	2	2.4	-5	-3
CN(C(=O)COC(=O)CSc1cc(Cl)ccc1Cl)c1c(N)n(Cc2ccccc2)c(=O)[nH]c1=O	-8	-3	-1.4	1.2	.	30	.	1.2	-7	-7
COc1ccc(OC)c(C2C3=C(N=C4SCC(=O)N42)c2ccccc2CC3)c1 (stereo unspecified)	18	-9	i	-1.0	0	10	10	.	-4	2
Cc1cncc(NCc2cccc(Cl)c2)n1	.	.	-0.7	.	.	-4	.	2.0	.	-7
Cc1ccccc1CSc1ccc(-c2ccc3c(c2)OCO3)nn1	-7	-6	0.4	-0.9	-2	18	7	-6.8	-5	1
Nc1nc(-c2ccccc2)cn1/N=C/c1ccccc1	i	13	-0.7	1.4	-1	-7	9	1.1	2	4
CC(C)C(=O)N1CCCC1(C)C(=O)NCc1ccccn1 (stereo unspecified)	.	.	-0.7	.	.	11	.	0.6	.	-3
N/C(=N\OS(=O)(=O)c1cccc([N+](=O)[O-])c1)c1ccncc1	.	5	-0.4	0.1	1	0	-4	-0.4	2	-1
CC1(C)CC(=O)C2=C(C1)NCN(Cc1ccc3c(c1)OCO3)C2	0	0	-0.6	0.9	-3	7	12	.	-10	-1
COc1ccc(S(=O)(=O)N(C)CC(=O)Nc2ccc(C(F)(F)F)cc2)cc1Cl	-9	4	-0.4	2.4	2	5	16	.	-1	-7
CCn1c(SCc2ccccc2)nc2cc(OC)c(OC)cc2c1=O	-3	2	-0.9	3.4	0	0	-3	0.6	-11	3
O=C(NCc1cccs1)C(=O)NCC1OCCCN1S(=O)(=O)c1cc(F)ccc1F (stereo unspecified)	-8	6	-0.9	-0.7	0	2	-9	1.0	1	0
O=C(N/N=C/c1c[nH]c2ccccc12)c1cc(-c2ccc3ccccc3c2)n[nH]1	.	6	-0.2	-1.3	-2	-9	39	0.9	-77	-1
Cc1sc2ncnc(NCc3ccco3)c2c1C	-5	5	i	0.8	-2	-1	5	.	8	1
O=c1/c(=C\c2cccn2-c2ccccc2)sc2nc3ccccc3n12	.	28	i	-0.2	-1	1	8	.	.	0
CCOc1ccc(NC(=O)CSc2nnnn2C2CC2)cc1S(=O)(=O)N1CCCC1	1	6	-0.4	0.1	.	11	.	0.5	7	-6
O=C1Nc2ncccc2OC1CCCl (stereo unspecified)	-9	-4	0.4	?	2	2	16	-0.4	5	-6
CS(=O)(=O)c1ccc(NC(=O)c2cccc(S(=O)(=O)N3CCN(Cc4ccccc4)CC3)c2)cc1	-6	-1	-1.3	0.5	-3	19	15	1.1	-32	0
COC(=O)NC1(C(=O)O)CCCC1	2	-4	-0.3	-0.2	5	-5	-5	0.1	-3	-2
COc1ccccc1Oc1ccc(N/C=C/C(=O)c2ccco2)cc1	-10	-14	i	-0.8	5	21	11	1.1	-4	-8
COc1ccc(N(CC(=O)NC2CCCC2)C(=O)c2ccc(N3CCCCC3)nc2)cc1	-8	-1	.	-0.4	-4	11	-2	.	5	0
COc1ccc(CC(=O)O/N=C(\N)Cc2ccc(OC)c(OC)c2)cc1	i	-1	-0.6	0.2	0	-5	16	1.8	3	-1
Cc1ccc(OC(=O)CCC(=O)Nc2ccc(Br)cc2)cc1	-9	4	-0.1	-2.3	-2	-4	-4	.	9	0
COc1ccc(-c2cc(C(=O)N(C)Cc3ccc(OC)c(OC)c3OC)c3ccccc3n2)cc1OC	-9	0	i	-1.1	0	12	14	-0.9	-2	0
CCOC(=O)C1=C(C(F)(F)F)Nc2ncnn2C1c1cc(OC)ccc1OC (stereo unspecified)	-4	-1	-0.4	-0.8	1	3	4	.	6	-1

Not all compounds are listed, so the mix of outcomes need not match the whole.
